Rpn11 inh: blocks the human proteasome subunit Rpn11; hit rate 0.59% among 360,000; calls only at 20 µM; AID 588493; human 26S proteasome, Ub4-pepOG fluorescence polarization; 20S core pre-blocked with epoxomicin;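 active = inhibition at 20 µM, scaled to each plate's controls, above about 33%, limit read from the data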
Target sequence (O00487 whole entry, looked up): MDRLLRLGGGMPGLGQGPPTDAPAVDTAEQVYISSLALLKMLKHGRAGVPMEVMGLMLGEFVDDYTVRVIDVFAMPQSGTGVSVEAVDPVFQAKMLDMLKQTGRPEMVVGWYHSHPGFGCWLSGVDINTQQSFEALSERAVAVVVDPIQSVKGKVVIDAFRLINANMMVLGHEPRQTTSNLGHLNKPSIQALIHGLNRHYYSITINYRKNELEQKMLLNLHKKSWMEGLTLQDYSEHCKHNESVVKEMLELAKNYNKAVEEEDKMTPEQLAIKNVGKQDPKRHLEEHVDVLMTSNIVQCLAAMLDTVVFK
Scp1 inh: blocks human Scp-1 phosphatase activity | AID 493091 | Recombinant Scp1, phosphopeptide, malachite green phosphate absorbance | inhibition, % at 20 µM | hit rate 0.88% among 340,000;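 active = inhibition above about 50% at 20 µM, limit read from the data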;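 note: plate controls were DMSO wells with enzyme for no effect and wells lacking enzyme for full effect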
Target sequence (Q9GZU7 76-261 limits assumed): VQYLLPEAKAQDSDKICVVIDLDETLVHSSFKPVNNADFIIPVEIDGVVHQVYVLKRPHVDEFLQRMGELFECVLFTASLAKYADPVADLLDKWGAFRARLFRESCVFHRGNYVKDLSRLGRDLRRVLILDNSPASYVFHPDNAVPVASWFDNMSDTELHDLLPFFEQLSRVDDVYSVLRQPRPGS
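Times: enzyme reaction 45 min at room temperature, colour 5 min, stabilisation 30 min. Material: SCP-1 catalytic fragment, aa 76-261. Medium: Acidic Tris acetate buffer with magnesium and detergent. Signal: colorimetric free-phosphate detection, absorbance 630 nm. Read-out basis: % inhibition of SCP-1 phosphate liberation. Reagent: Phosphorylated 17-residue peptide substrate.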
DNMT1 inh: inhibitors of human DNMT1. DNMT1 molecular beacon, Hinp1I cleavage, fluorescence. AID 588458. hit rate 0.83% among 360,000. P26358. inhibition (reported as % activation of signal), % at 10 µM; in the data active = inhibition above about 50%
TbMetRS inhib: Trypanosoma brucei MetRS inhibition; purified T. brucei MetRS, ATP depletion, Kinase-Glo luminescence; inhibition, % at 11.9 µM; hit rate 0.4% among 360,000;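 active = inhibition above a per-plate cutoff of the control wells' mean inhibition plus 3 SD, cut at about 5.5% in these data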;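 note: 0% = DMSO wells median and 100% = median of wells with control inhibitor compound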
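Test system: purified T. brucei MetRS enzyme. Also added: ATP, methionine and E. coli bulk tRNA substrates. Compound: 11.9 µM single point. Schedule: 15 min enzyme-compound preincubation, 2 h reaction, 10 min detection, 25 °C. Signal: luciferase luminescence of residual ATP, Kinase-Glo. Evaluation: percent inhibition versus plate control medians. Controls: DMSO wells, low control.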
SUMO1-SIM PPI: alters human SUMO1 binding to SIM partners; SUMO1 binding to a labelled peptide, TR-FRET, 1 h; inhibition, % at 20 µM; hit rate 0.33% among 360,000; P63165; in the data active = inhibition above about 37%
MsrA inhibitor: inhibits bovine methionine sulfoxide reductase A | purified bovine MsrA, absorbance read-out | inhibition, % at 15.5 µM | hit rate 0.75% among 360,000; in the data active = inhibition above about 4.5%;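 note: 0% = vehicle wells with enzyme and 100% = reference inhibitor wells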
CSN inh: CSN deneddylation inhibition; Q92905; Purified CSN, SCF-Nedd8-OG deneddylation, fluorescence polarization; inhibition, % at 12.5 µM; hit rate 0.38% among 360,000; AID 651999;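 active = pattern-corrected inhibition above about 35%, with an unprinted fluorescence ratio check between 0.5 and 1.5, limit read from the data, passing the limit was not always enough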;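 note: 0% = enzyme with substrate and 100% = substrate without enzyme; some results filed as inactive read as strong as hits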
Target sequence (Q92905 whole entry, looked up, one chain of several): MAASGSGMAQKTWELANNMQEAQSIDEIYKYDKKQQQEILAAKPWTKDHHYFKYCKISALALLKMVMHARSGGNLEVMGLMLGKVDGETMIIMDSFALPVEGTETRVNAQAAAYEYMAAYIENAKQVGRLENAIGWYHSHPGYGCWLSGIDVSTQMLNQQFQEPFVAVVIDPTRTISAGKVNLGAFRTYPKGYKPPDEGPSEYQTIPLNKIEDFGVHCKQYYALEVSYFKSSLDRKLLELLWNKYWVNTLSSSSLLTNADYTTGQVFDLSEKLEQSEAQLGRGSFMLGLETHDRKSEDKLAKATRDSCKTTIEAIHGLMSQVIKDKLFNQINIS
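Assay system: purified human Csn5 enzyme expressed in HEK293T cells; Input: 0.24 nM Csn5 enzyme, final concentration; Reagent: 10 nM SCFSkp2-Nedd8OG; Compound dosing: 12.5 µM single point; Times: reaction 90 min, room temperature; Technique: fluorescence polarization readout.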
STEP inh: inhibitors of human striatal-enriched phosphatase STEP. P54829. recombinant STEP, OMFP fluorogenic substrate, fluorescence. inhibition, % at 20 µM. hit rate 0.25% among 360,000. AID 588621;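 active = inhibition at 20 µM, scaled per plate between control wells, above about 37%, limit read from the data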;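 note: 0% = DMSO with enzyme and substrate and 100% = substrate only without enzyme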
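System: STEP (striatal-enriched tyrosine phosphatase) enzyme, cell-free; medium: Bis-Tris pH 6.0 buffer with DTT, detergent; dosing: 20 µM, 1% DMSO; times: reaction 20 min, ambient temperature; detection: fluorescence, 480/540 nm; read-out basis: normalized % inhibition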
LMPTP inh: LMPTP (human) inhibition; P24666; recombinant LMPTP-A, OMFP fluorogenic substrate, fluorescence intensity; inhibition, % at 20 µM; hit rate 0.22% among 360,000; AID 651560;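 active = compounds that cut the enzyme signal by at least half of the control window in the single-dose screen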;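 note: plate controls were DMSO wells with enzyme plus substrate for no effect and substrate without enzyme for full effect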
Target sequence (P24666 whole entry, looked up): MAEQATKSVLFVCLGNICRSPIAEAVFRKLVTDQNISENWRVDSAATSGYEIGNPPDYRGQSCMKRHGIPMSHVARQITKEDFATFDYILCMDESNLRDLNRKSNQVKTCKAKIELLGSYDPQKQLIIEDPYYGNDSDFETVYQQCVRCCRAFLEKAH
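Assay system: LMPTP-A enzyme. Input: 0.625 nM LMPTP-A final. Probe or stimulus: 400 µM OMFP. Compound dosing: single 20 µM dose. Schedule: 50 min dark incubation at room temperature. Detection: fluorescence intensity of OMFP turnover product. Read-out: percent inhibition versus substrate-only and uninhibited controls. Benchmarks: no-enzyme low control, uninhibited high control.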
NadD block: NadD (S. aureus) enzyme inhibition. purified NadD enzyme, colorimetric absorbance read-out. AID 602399. inhibition, % at 20 µM. hit rate 0.78% among 360,000; in the data active = inhibition above about 26%; note: some compounds past the cut are filed as inactive
Active calls of the source: *; i = inactive; . = not tested or not shown.

smiles | Rpn11 inh | Scp1 inh | DNMT1 inh | TbMetRS inhib | SUMO1-SIM PPI | MsrA inhibitor | CSN inh | STEP inh | LMPTP inh | NadD block
O=C(/C=C/c1ccccc1)N1CCCN(C(=O)/C=C/c2ccccc2)CC1 | i | -8 | 4 | 0.0 | -6 | 1.6 | 1 | 1 | -1.4 | -5
O=C(NCC1CCCO1)C1CCCN1C(=O)Nc1ccc(Cl)c(Cl)c1 (stereo not drawn) | i | 4 | 2 | -0.6 | -2 | 1.4 | 0 | -1 | -0.9 | -4
CCOCCCNC(=O)c1c(-c2ccccc2)noc1C | i | 3 | 1 | -1.3 | -4 | 0.0 | 4 | 1 | 1.3 | -4
CC(C)c1ccc(/C=N/NC(=O)c2cccc(S(=O)(=O)N3CCOCC3)c2)cc1 | i | -11 | -4 | -0.7 | 2 | 0.3 | 7 | -4 | 1.0 | -5
OC(c1ccc(Cl)cc1)c1ncc(-c2ccccc2Cl)[nH]1 (stereo not drawn) | i | . | -1 | 0.0 | -1 | 1.6 | 4 | -1 | 0.6 | -11
Cc1ccc(S(=O)(=O)N2CCC(C(=O)Nc3cccnc3)CC2)cc1 | i | -5 | -4 | -0.1 | -4 | 0.0 | 0 | -1 | -0.2 | 0
CCC(C(=O)NCCc1ccc(OC)cc1OC)n1nc(C)n2c(cc3occc32)c1=O (stereo not drawn) | i | 7 | -3 | -0.8 | 3 | -0.5 | 2 | -2 | 0.3 | 1
CCCCCN1CC(O)=C(c2nc(-c3ccc(Cl)cc3)cs2)C1=N | i | 95* | 48 | -1.0 | -1 | -0.2 | 1 | 17 | 11 | 22
CCn1c(SCC(=O)Nc2ccc(F)cc2)nc2ccccc2c1=O | i | -7 | -1 | 0.2 | 1 | -0.2 | 3 | -1 | -0.2 | -5
Cn1ccc2c(N3CCCCCC3)cc3c(c21)C1CCC3C1 (stereo not drawn) | i | . | 16 | -0.2 | -1 | -1.7 | -1 | 2 | 4.4 | 0
COC(C[C@@H]1O[C@@H]1[C@@H](O)COCc1ccccc1)OC | i | 1 | 7 | -0.1 | 8 | 0.3 | 0 | -1 | 1.5 | -2
COc1ccccc1C(=O)Nc1nnc(-c2ccccc2)s1 | i | -4 | -1 | -1.2 | -11 | -0.5 | 1 | 1 | -1.5 | -13
O=c1[nH]c(COc2ccc(Br)cc2Cl)nc2ccccc12 | i | -6 | -1 | 6.2* | 5 | 0.3 | 2 | -2 | 0.4 | -3
CC(=O)c1cc2c(ccc3ccccc32)oc1=O | i | -12 | 0 | 0.3 | -33 | -0.6 | 0 | -1 | -1.4 | -7
CCc1cc(/C(Cc2ccccn2)=N\O)c(O)cc1O | i | 5 | 1 | -1.1 | 1 | 1.2 | -2 | 0 | -1.2 | 0

Profiles as entered above:
CC(C)c1ccc(/C=N/NC(=O)c2cccc(S(=O)(=O)N3CCOCC3)c2)cc1 is listed as Rpn11 inh: i; Scp1 inh: -11; DNMT1 inh: -4; TbMetRS inhib: -0.7; SUMO1-SIM PPI: 2; MsrA inhibitor: 0.3; CSN inh: 7; STEP inh: -4; LMPTP inh: 1.0; NadD block: -5
CCc1cc(/C(Cc2ccccn2)=N\O)c(O)cc1O is listed as Rpn11 inh: i; Scp1 inh: 5; DNMT1 inh: 1; TbMetRS inhib: -1.1; SUMO1-SIM PPI: 1; MsrA inhibitor: 1.2; CSN inh: -2; STEP inh: 0; LMPTP inh: -1.2; NadD block: 0

Later entries:
smiles | Rpn11 inh | Scp1 inh | DNMT1 inh | TbMetRS inhib | SUMO1-SIM PPI | MsrA inhibitor | CSN inh | STEP inh | LMPTP inh | NadD block
O=C(COC(=O)c1cc(-c2ccc(Cl)s2)nc2ccccc12)NCc1ccco1 | i | -10 | 1 | -0.6 | 18 | 4.6* | 4 | 1 | 3.0 | 10
CCCNc1nc2c(c(=O)[nH]c(=O)n2C)n1CCc1ccccc1 | i | 25 | -1 | -0.7 | -2 | 0.4 | 2 | -2 | 0.4 | 4
Nn1c(SCC(=O)Nc2ccc3c(c2)OCO3)nnc1C1CC1 | i | 2 | -4 | 0.0 | 4 | -0.3 | 1 | -2 | -0.5 | -3
CC(C)CN(C(=O)CN(C)S(=O)(=O)c1ccc(Cl)cc1)C1CCS(=O)(=O)C1 (stereo not drawn) | i | -5 | -1 | 0.0 | 6 | 0.2 | 2 | 1 | 1.1 | 2
CC1CCCCC12NC(=O)N(CC(=O)Nc1cccnc1Cl)C2=O (stereo not drawn) | i | -7 | 1 | -0.6 | 1 | -0.7 | -2 | 0 | -0.9 | -5
COc1ccccc1N1CCN(C(=O)CCN2C(=O)c3cccc4cccc(c34)C2=O)CC1 | i | -5 | 2 | 0.3 | -18 | 1.2 | -7 | 2 | 1.4 | 6
COC(=O)CCC(C)C1CCC2C3CCC4CC(O)CCC4(C)C3=CC(=O)C12C (stereo not drawn) | i | -5 | -2 | -0.1 | 5 | -1.7 | 1 | -3 | 0.9 | -1
C/C(=N\NC(=S)NC1CCCCC1)c1ccc(C)o1 | i | 2 | -6 | -0.8 | -4 | 2.2 | -3 | 0 | 1.4 | 10
C/C(Cc1ccccc1)=N\NC(=O)CNC(=O)c1ccccc1Br | i | -3 | 7 | 0.3 | 3 | 0.0 | 1 | -2 | -0.6 | 0
Cc1c(C)c2cc3c(C)coc3cc2oc1=O | i | 3 | 8 | -1.1 | -5 | 0.2 | -3 | -1 | 1.0 | -1
Cc1ccn2cc(-c3ccc(NS(=O)(=O)c4ccccc4)cc3)nc2c1 | i | -2 | -4 | 0.5 | 3 | 1.9 | -3 | 0 | 3.2 | 1
Nc1c(C(=O)NCc2ccc3c(c2)OCO3)nnn1-c1ccc(OC(F)(F)F)cc1 | i | 5 | 2 | -0.6 | 3 | -1.0 | 1 | 2 | 0.8 | -4
Cc1ccc(OCC(=O)Nc2ccc3c(c2)nc(CCN2CCOCC2)n3C)cc1 | i | -8 | -1 | -0.3 | -1 | -0.8 | -3 | -3 | 13 | 2
Cc1ccc(CSc2nnc(-c3ccccn3)n2Cc2cccs2)cc1 | i | . | -5 | 0.6 | 6 | -0.2 | -5 | 2 | 3.0 | 4
CC1=C(C(=O)Nc2cc(C(=O)NCc3ccccc3)ccc2C)SCCO1 | i | . | -6 | -0.2 | 35 | 0.5 | -1 | -3 | -1.0 | 1

(cont.)
smiles | Rpn11 inh | Scp1 inh | DNMT1 inh | TbMetRS inhib | SUMO1-SIM PPI | MsrA inhibitor | CSN inh | STEP inh | LMPTP inh | NadD block
CC(C)(C)C(=O)Nc1nnc(SCC(=O)NC2CCCC2)s1 | i | -5 | 0 | -0.2 | 2 | 1.3 | 0 | 2 | -0.6 | 1
CN1C(=O)[C@H]2[C@@H](C3CC3)N3C(=O)CN(Cc4ccc(-c5ccccc5)cc4)C(=O)[C@@]3(C)[C@H]2C1=O | i | -4 | 1 | 0.0 | -7 | 1.6 | 0 | 4 | -0.5 | 0
CC(NC(=O)C1CCC(CNC(=O)[C@@H]2Cc3ccccc3CN2)CC1)c1ccccc1 (stereo partly drawn) | i | -5 | 1 | -0.4 | -4 | -1.0 | 6 | -2 | 0.3 | -3
O=C1/C(=C/C=C/c2ccccc2)Oc2c1ccc(O)c2CN1CCN(CCO)CC1 | i | -6 | -2 | -0.7 | -24 | 2.2 | 37 | 1 | -1.7 | -2
O=C(Nc1ccccc1Cl)C1(c2ccccc2)CC1(Cl)Cl (stereo not drawn) | i | -2 | -4 | 0.7 | 1 | 0.4 | -6 | 2 | 1.4 | -5
O=C(O)C1CCC(N2C(=O)c3cccc([N+](=O)[O-])c3C2=O)CC1 (stereo not drawn) | i | -8 | 1 | -0.2 | -32 | 0.9 | -2 | 0 | -0.7 | -2
N#Cc1nc(Cc2cccc3ccccc23)oc1NCc1ccc2c(c1)OCO2 | i | -9 | -5 | -0.6 | 0 | -0.4 | -2 | 0 | 5.1 | -8
COc1ccccc1NS(=O)(=O)c1ccc2oc(=O)ccc2c1 | i | -4 | 3 | 0.5 | 1 | -0.1 | 2 | 2 | 0.3 | -3
Cn1c(CCC(=O)Nc2ccc(S(C)(=O)=O)cc2)nc2cc(S(=O)(=O)N3CCOCC3)ccc21 | i | 12 | -11 | 0.2 | -8 | 0.1 | 2 | -2 | 3.6 | 3
O=c1oc2ccccc2cc1-c1cn(-c2ccccc2)c(=S)[nH]1 | i | -11 | 13 | -0.1 | -14 | 0.2 | 7 | 2 | -0.9 | 7
O=C(COc1ccc(F)cc1)NCC1(N2CCOCC2)CCCCC1 | i | -3 | 1 | -0.1 | 6 | 0.5 | -1 | -2 | -1.3 | 2
COc1ccccc1N(CC(=O)Nc1ccc(F)c(F)c1)S(C)(=O)=O | i | -15 | 2 | -0.2 | 1 | 0.2 | 5 | 0 | -0.5 | -1
CCCCS(=O)(=O)N1CCC(C(=O)Oc2ccccc2OC)CC1 | i | 0 | -1 | -0.5 | 0 | 0.4 | -3 | -2 | -2.4 | -6
O=C(N/N=C/c1ccccn1)C1CC1 | i | -5 | -3 | -0.4 | -4 | 1.1 | 2 | -3 | -1.5 | 2
CCn1ncc(/C=N\NC(=O)COc2ccccc2)c1C | i | -6 | -4 | -0.1 | 4 | 0.0 | 2 | -4 | -0.3 | 1

New compounds follow
smiles | Rpn11 inh | Scp1 inh | DNMT1 inh | TbMetRS inhib | SUMO1-SIM PPI | MsrA inhibitor | CSN inh | STEP inh | LMPTP inh | NadD block
O=C(Nc1ccc(Cl)c(S(=O)(=O)N2CCCCC2)c1)c1ccncc1 | i | 1 | -1 | -0.6 | 0 | 1.1 | 1 | -1 | -1.5 | -2
CS(=O)(=O)N1CCCCC1c1cc(C(=O)Nc2cccc3c2CCCC3)no1 (stereo not drawn) | i | . | 8 | -0.2 | -3 | 1.4 | 5 | -4 | -0.5 | -5
COc1ccc(CN(CCC(c2ccccc2)c2ccc(OC(C)C)cc2)C(=O)CCl)cc1OC (stereo not drawn) | i | -12 | 26 | -0.5 | -1 | -1.4 | -3 | 5 | 5.4 | 0
COc1cccc(CNC(=O)CN(c2ccc(C(C)C)cc2)S(=O)(=O)c2c(C)noc2C)c1 | i | 3 | 2 | -1.0 | -2 | 0.3 | 1 | 1 | 1.2 | -5
C[C@H](NC(N)=O)C(=O)OCC(=O)Nc1ccc(OC(F)F)cc1 | i | -3 | 0 | 0.5 | -1 | -0.1 | -9 | 2 | 1.3 | -2
O=C(O)c1c(NC(=O)c2cccc3ccccc23)sc2c1CCC2 | i | -8 | -2 | 0.0 | -7 | 0.0 | -2 | 2 | 1.9 | 0

Bioassay records from PubChem.
